# Compound activity deposited in PubChem by NCI.
# All columns: NCI-60 one-dose screen, growth in % after 48 h at 10 µM unless noted; 100 = growth as untreated, 0 = no growth, -100 = all killed.
# CAKI-1 – CAKI-1 renal cancer; 4.7% of 75,000 active; AID 1794772
# SNB-75 – SNB-75 CNS cancer; 5% of 79,000 active
# SF-539 – SF-539 CNS cancer; 6.8% of 81,000 active
# SF-268 – SF-268 CNS cancer cells; 3.1% of 82,000 active
# A498 – A498 renal cancer cells; 5.4% of 76,000 active; AID 1794774
# ACHN – ACHN renal cancer; 4.9% of 81,000 active
# SNB-19 – SNB-19 CNS cancer cells. 2.5% of 81,000 active
# RXF 393 – RXF 393 renal cancer cells | 6.9% of 77,000 active | AID 1794773
# * = called active by the depositor; · = no result given. How the source made its calls: active means growth percent below 10; inactive means the rest. Outcome played no part in choosing rows. About 12% of those tested had a hit in this group.
SMILES,CAKI-1,SNB-75,SF-539,SF-268,A498,ACHN,SNB-19,RXF 393
CN(C)c1ccc(C(=O)O)cc1,95,97,100,105,94,107,101,107
O=C(c1ccccc1)c1c(/C=C/c2ccc(Br)cc2)nc2ccccc2c1/C=C/c1ccc(Cl)cc1,79,78,97,91,84,90,89,102
CC1C(c2ccccc2)OCN1CC=C(c1ccsc1)c1ccsc1 (centres undefined),58,81,89,75,99,85,86,87
CCCNC(=O)c1sc2ncnc(Oc3ccc(NC(=O)Nc4cccc(OC)c4)cc3)c2c1C,91,79,63,79,·,102,84,100
O=c1ccn(-c2nc(-c3ccccc3)oc2-c2ccccc2)c(=O)[nH]1,110,99,103,118,131,107,·,·
CC/C(=N\N=C(/CC)c1ccccc1O)c1ccccc1O,88,99,109,109,101,94,97,129
COc1ccc(OC)c(-c2nc(SCC(=O)c3ccc(F)cc3)[nH]c(=O)c2C#N)c1,93,83,94,101,71,100,103,100
CN1CCC(CN2c3ccccc3Sc3ccccc32)C1 (centres undefined),79,58,86,89,109,86,98,91
Cc1cc(Br)cc(C)c1NC(=S)NN,84,86,93,97,83,93,90,93
CCOC(=O)c1[nH]c(CO)c(C(=O)OCC)c1C,150,109,110,150,121,112,114,·
CN1CCN(CCNC(=O)Nc2ncccc2OCc2ccccc2Cl)CC1,81,87,101,111,84,104,99,93
CC(=O)Nc1nc(O)c(C=Nc2cccnc2)s1,96,95,94,94,108,100,104,108
Cc1cc2nc3ccccc3n2c2cc(OCCCCl)ccc12,79,77,109,99,114,97,100,117
CC(C)NC(=O)Nc1cccc(Cl)c1,99,88,92,100,91,93,87,104
O=C1c2nc3n(c2C(=O)c2nc4n(c21)CCC4)CCC3,94,117,114,101,88,104,106,114
COc1cccc(-c2nnc(-c3ccc4ccccc4c3)o2)c1,80,101,92,106,·,96,94,104
COC(=O)c1ccc(-n2cc(CCCOS(=O)(=O)c3ccc(-c4ccccc4)cc3)nn2)cc1,88,97,100,97,92,103,90,108
C=C(C)[C@@H]1CC2Cc3c(C)cc(C)cc3N1O2 (some centres undefined),89,98,103,98,81,107,106,116
CCOC(=O)C(CNc1ccccc1)C(=O)OCC,95,78,101,100,99,102,91,98
CCOC(=O)COc1c(C)cccc1C,93,91,101,107,151,97,108,96
Nc1nc(-c2cccc3ccccc23)cc2ccccc12,16,7.2*,-36*,24,-20*,37,12,-4.3*
CCOC(COC(=O)c1ccccc1C(=O)O)c1ccccc1 (centres undefined),103,109,104,91,104,95,113,162
COC(=O)CSC1=C(C)C(=O)c2ccccc2C1=O,71,85,72,96,107,76,95,88
O=C(Nc1cccc([N+](=O)[O-])c1)c1cc2ccccc2cc1O,-23*,6.5*,4.4*,18,1.6*,0.0*,26,5.3*
CCOC(=O)c1ccc2c(c1)nc(-c1ccccc1)n2C1CCCCC1,101,97,104,108,98,112,105,112
O=C(Cn1nc(-c2ccccc2)ccc1=O)Nn1c(-c2ccc(Br)cc2)csc1=NC1CCCCC1,80,96,75,89,78,67,65,72
COc1ccc(CCN2COc3c([C@@H](C)CCC=C(C)C)ccc(C)c3C2)cc1OC,69,63,80,·,66,70,83,64
Nc1ccc(S(=O)(=O)Nc2ccnn2-c2ccccc2)cc1,93,106,103,107,107,·,108,120
CC(=O)c1c(/C=C/c2ccc(C)cc2)c2ccccc2[nH]c1=O,68,74,86,76,81,91,73,104
COCC(CN(C)C)OC(=O)c1ccc([N+](=O)[O-])cc1 (centres undefined),96,91,104,100,94,108,103,119
O=C(c1c(F)ccc(NS(=O)(=O)N2CC[C@@H](F)C2)c1F)c1c[nH]c2ncc(-c3cnc(C4CC4)nc3)cc12,17,38,53,49,63,35,53,10
O=C(O)c1ccc(-n2cc(/C=N/Nc3ccc(F)cc3)c(-c3ccc(F)cc3F)n2)cc1,46,92,94,73,105,64,101,102
COc1ccc(-c2cc(C(=O)NCc3ccccc3)nn2-c2ccc(S(C)(=O)=O)cc2)cc1,92,94,93,98,96,98,80,84
CCN(CC)CCCC(C)Nc1ccc2ccc(Cl)cc2n1 (centres undefined),104,77,101,97,92,99,104,·
COc1cc(/C=C2\S/C(=N/c3nnc(C)s3)NC2=O)ccc1O,·,63,100,91,85,94,103,95
[O-]c1on[n+]2c1CCCC2,103,95,104,109,83,108,108,104
CNC(=S)N(C)C,98,113,112,97,96,105,110,109
CCOC(=O)CCCCCn1c(C)c(C)c2c1N=C(SC)N1CC(=O)N=C21,100,89,92,78,112,96,109,115
COc1ccc(OC)c(/C=C/c2nnc(Nc3ccc(Cl)cc3)o2)c1,·,16,90,76,·,33,85,56
Cc1ccc(-c2nn(-c3ccccc3)cc2/C=C2/CCc3ccccc3C2=O)cc1,77,66,100,85,89,91,97,93
Cc1nc(Nc2ccc(OCc3c(-c4ccccc4)no[n+]3[O-])cc2)c2c(C)nn(-c3ccccc3)c2n1,101,·,100,106,112,96,100,119
CC(=O)Oc1cccc2c1C(=O)C1CC=CC(OC(C)=O)C1C2=O (centres undefined),93,92,107,105,·,97,96,98
O=S(=O)(NCCCNc1nccc(-c2c(-c3ccc(O)cc3)nc3sccn23)n1)c1ccc(F)cc1,12,18,0.7*,18,·,-6.0*,35,-13*
Nc1cc(=O)c2[nH]cnc2[nH]1,92,90,94,106,90,103,101,106
COc1cc(-c2cc(C(=O)Nc3nc4ccc(F)cc4s3)nc3cc(-c4ccccc4)nn23)cc(OC)c1OC,85,65,84,·,107,84,82,96
Cc1ccc(NC(=O)C2=NCCCCN2)c(C)c1,96,97,94,98,107,102,96,102
O=c1[nH]c(=S)[nH]c(O)c1/C=C1\C=c2ccccc2=N\C1=N\c1nc2ccccc2s1,89,74,97,99,87,87,95,119
O=C(Nc1ccc2c(ccn2Cc2ccccn2)c1)c1cccnc1,70,66,98,88,55,102,101,53
CC(=O)c1ccc(-n2c(Sc3nc(-c4ccccc4)c(C#N)c(=O)[nH]3)cn3c4c(=O)n(C)c(=O)n(C)c4nc23)cc1,86,60,101,98,85,91,98,101
CCOC(=O)c1ccc2c(c1)[n+](=O)c(C(=O)C1CCCS1)c(C(F)(F)F)n2[O-] (centres undefined),-85*,-100*,-84*,-90*,·,-87*,-77*,-92*
CCN(CC)CCC/C(C)=N\O,98,90,105,89,67,105,99,·
COc1ccc(/C=C(/C)c2ccc3ccc(OC)cc3[o+]2)c(O)c1,·,86,96,88,110,70,82,·
COC(C)CCOC(=O)c1cccc(C)c1 (centres undefined),101,97,106,99,103,100,106,118
COc1ccc(OC)cc1,94,93,98,98,124,104,99,107
CNC(=O)c1cc(Oc2ccc3nc(NC(=O)Nc4ccc(F)cc4F)sc3c2)ccn1,88,19,62,76,11,61,71,42
Cc1cc(C)n(-c2ccc3nnc(-c4ccc(Br)cc4)n3n2)n1,92,120,91,95,104,100,97,68
COc1cc2c(cc1-c1c(C)noc1C)ncc1nc(C3CCCCC3)n([C@@H](C)COC(F)F)c12,27,31,32,56,1.9*,38,46,52
C/C1=C\CC2CC[C@@](C)(O)[C@@H](CC/C(C)=C/CC1)C2(C)C,102,113,94,118,93,103,115,·
O=[N+]([O-])c1cc(Cl)ccc1Oc1ccc(Cl)cc1,·,71,100,99,79,93,103,100
Cc1cc(=O)[nH]c(=O)[nH]1,93,88,98,96,76,104,96,93

# Arranged by length of the SMILES (lowest first): 18 of the compounds above.
SMILES,CAKI-1,SNB-75,SF-539,SF-268,A498,ACHN,SNB-19,RXF 393
COc1ccc(OC)cc1,94,93,98,98,124,104,99,107
CCN(CC)CCC/C(C)=N\O,98,90,105,89,67,105,99,·
Cc1cc(=O)[nH]c(=O)[nH]1,93,88,98,96,76,104,96,93
Nc1cc(=O)c2[nH]cnc2[nH]1,92,90,94,106,90,103,101,106
COC(C)CCOC(=O)c1cccc(C)c1 (centres undefined),101,97,106,99,103,100,106,118
O=[N+]([O-])c1cc(Cl)ccc1Oc1ccc(Cl)cc1,·,71,100,99,79,93,103,100
O=C(Nc1ccc2c(ccn2Cc2ccccn2)c1)c1cccnc1,70,66,98,88,55,102,101,53
Cc1cc(C)n(-c2ccc3nnc(-c4ccc(Br)cc4)n3n2)n1,92,120,91,95,104,100,97,68
CC(=O)Oc1cccc2c1C(=O)C1CC=CC(OC(C)=O)C1C2=O (centres undefined),93,92,107,105,·,97,96,98
COc1ccc(/C=C(/C)c2ccc3ccc(OC)cc3[o+]2)c(O)c1,·,86,96,88,110,70,82,·
C/C1=C\CC2CC[C@@](C)(O)[C@@H](CC/C(C)=C/CC1)C2(C)C,102,113,94,118,93,103,115,·
CNC(=O)c1cc(Oc2ccc3nc(NC(=O)Nc4ccc(F)cc4F)sc3c2)ccn1,88,19,62,76,11,61,71,42
CCOC(=O)c1ccc2c(c1)[n+](=O)c(C(=O)C1CCCS1)c(C(F)(F)F)n2[O-] (centres undefined),-85*,-100*,-84*,-90*,·,-87*,-77*,-92*
O=c1[nH]c(=S)[nH]c(O)c1/C=C1\C=c2ccccc2=N\C1=N\c1nc2ccccc2s1,89,74,97,99,87,87,95,119
O=S(=O)(NCCCNc1nccc(-c2c(-c3ccc(O)cc3)nc3sccn23)n1)c1ccc(F)cc1,12,18,0.7*,18,·,-6.0*,35,-13*
COc1cc2c(cc1-c1c(C)noc1C)ncc1nc(C3CCCCC3)n([C@@H](C)COC(F)F)c12,27,31,32,56,1.9*,38,46,52
Cc1nc(Nc2ccc(OCc3c(-c4ccccc4)no[n+]3[O-])cc2)c2c(C)nn(-c3ccccc3)c2n1,101,·,100,106,112,96,100,119
CC(=O)c1ccc(-n2c(Sc3nc(-c4ccccc4)c(C#N)c(=O)[nH]3)cn3c4c(=O)n(C)c(=O)n(C)c4nc23)cc1,86,60,101,98,85,91,98,101

# (next part)
SMILES,CAKI-1,SNB-75,SF-539,SF-268,A498,ACHN,SNB-19,RXF 393
COC(=O)CC1CC1CCc1c(-c2ccc(F)cc2)c2ccccc2n1C(C)C (centres undefined),86,96,93,102,99,102,96,104
CCOC1CCCC(n2cnc3c(=S)nc[nH]c32)O1 (centres undefined),87,119,114,102,130,94,130,123
O=C1CC2(CCOCC2)Oc2cccnc21,104,96,103,109,86,107,97,112
O=C(Nc1ccccc1)Oc1c(Cl)cc(Cl)c(Cl)c1Cl,98,92,103,104,95,106,103,·
CCN1C(=O)S/C(=C\c2ccc(Cl)c(Cl)c2)C1=O,94,86,94,88,87,92,96,105
COc1ccc(Cn2cc3c(c2-c2cc(OC)c(OC)c(OC)c2)CCc2c(CN4CCOCC4)noc2-3)cc1,45,18,3.5*,48,-0.1*,43,27,·
O=c1ccc(N=Nc2ccc(S(=O)(=O)Nc3nncs3)cc2)c(O)[nH]1,97,88,104,108,98,111,106,105
O=C(O)C1CCCCC1,100,93,97,108,114,105,105,100
COc1ccc2c(c1)C(=O)c1c-2c(OCCN2CCCCC2)nc2ccc(OC)cc12,-12*,21,21,28,54,9.5*,32,47
CC(=O)Oc1c(C)[nH]ccc1=O,104,96,·,96,102,99,92,130
Cc1ccc(N=C(N)N)cc1,103,102,104,98,79,102,93,98
CC(C)(C)Nc1c(-c2cccs2)nc2ccccn12,89,·,103,102,80,106,95,98
N=c1oc2ccccc2cc1C(=O)Nc1cc(-c2ccccc2)nn1-c1ccccc1,91,91,90,97,98,89,88,89
CCCCCCCCOC(=O)c1cc(Cl)c(O)c(OC)c1,91,103,105,98,·,98,98,101
COc1ccc(OC)c(-c2c(C#N)c(N)nc3c2c(N)nn3-c2ccccc2)c1,96,86,95,92,105,98,97,100
CSc1ccc2c(c1)N(C(=O)/C(C#N)=C/c1c[nH]c3ccccc13)c1ccccc1S2,38,8.6*,7.5*,56,11,40,41,39
O=C(Nc1ccc(Br)cc1)N1CCN(C(=O)Nc2ccc(Br)cc2)CC1,85,101,102,115,100,96,111,108
c1csc(C2=NN3C(C2)c2ccccc2OC3c2ccncc2)c1 (centres undefined),78,82,97,89,110,98,91,105
CC(=O)c1ccc(Nc2nc(NCCO)nc(Nc3ccc(Cl)cc3)n2)cc1,92,77,87,92,73,88,92,67
CN(C)c1nc(N)nc(Cn2c(-c3nonc3N)nc3ccccc32)n1,78,56,86,101,83,88,92,90
COc1ccc(-c2cc(-c3nnc(SCC(=O)Nc4ccc(C(C)=O)cc4)n3-c3ccccc3)c3ccccc3n2)cc1,95,81,94,89,97,105,88,118
Nc1nc(Nc2ccccc2SSc2ccccc2Nc2nc(N)nc(-c3cnccn3)n2)nc(-c2cnccn2)n1,73,64,101,82,72,99,106,89
CC(=O)Oc1cc2c(cc1Br)OCO2,91,84,88,81,72,91,93,79
Nc1ccc(Cl)cc1C(=O)N1CCN(c2ccc([N+](=O)[O-])cn2)CC1,66,100,85,·,80,94,·,82
CCCCCCN(CCCCCC)CC(O)c1cccc2ccc(Cl)cc12 (centres undefined),25,116,66,121,67,51,·,24
COc1cc(C(=O)NCc2ccccc2OCCN(C)C)cc(OC)c1OC,·,93,99,99,112,104,101,113
CSc1nc(Nc2cccc(NC(=O)/C(C#N)=C/c3ccc(Cl)cc3)c2)c(C#N)c(-c2cccc([N+](=O)[O-])c2)n1,87,77,101,98,53,95,97,102
CCC1(C)C(=O)N(Br)C(=O)N1Br (centres undefined),100,85,96,103,88,117,105,108
Nc1cc(Cl)cc2cccnc12,101,80,98,88,116,102,109,112
CCCCOc1ccc(NCS(=O)O)cn1,99,87,93,78,97,100,108,97
Nc1c(O)ccc2ccccc12,105,86,110,99,108,94,109,110
Clc1nccc2c(-c3csc(-c4c[nH]c5ccc(Br)cc45)n3)c[nH]c12,33,21,15,56,-1.7*,6.6*,45,-15*
Cn1c(=O)c2c(ncn2CN2CCOCC2)n(C)c1=O,93,113,105,106,91,107,102,109
CC(C)CC(C)OB(OC(C)CC(C)C)OC(C)CC(C)C (centres undefined),105,91,96,100,114,101,105,116
Fc1ccc(CSc2nnc(-c3cccs3)n2-c2ccccc2)cc1,69,83,106,98,93,95,91,84
C=C(CCC(=O)O)C(=O)O,92,90,100,102,98,106,104,104
Cc1cc(N)c2cc(NC(=O)CCCCCCCC(=O)Nc3ccc4nc(C)cc(N)c4c3)ccc2n1,89,86,92,95,86,96,101,87
